Pf Dd2 growth: inhibitors of Plasmodium falciparum Dd2 growth; P. falciparum Dd2 growth, SYBR Green, 72 h; Potency, µM (highest dose often 28.9 µM), without a hit: at the top dose activity, negative = inhibition, hits mostly inhibitors; hit rate 4.3% among 120,000; AID 1347417; active = well fitted inhibition curve with a large enough effect; inconclusive = small, poorly fitted or top-dose-only effect; inactive = no such curve, though single readings can be large or run the other way;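 also: plate controls were DMSO vehicle for no effect and reference drug for full effect; nearly all actives have a fitted effect of over 65% in size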
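Infected erythrocytes (Dd2, 0.3% parasitemia, 2.5% hematocrit final) are added to compound in RPMI-1640/Albumax II medium, grown 72 h at 37C in low oxygen, then lysed with saponin/Triton-X containing SYBR Green and read by fluorescence.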
Starred values were filed as active, the others as inactive; i = inactive; ? = inconclusive; [ ] = another dose, or the depositor's remark. Potency is read from the fitted curve at half-maximal effect. Not all compounds are listed; the hit share may differ from the screen's.

SMILES	Pf Dd2 growth
Cc1ccccc1NC(=O)CSc1cn(CC(=O)N2CCCCCC2)c2ccccc12	0.6%
Cc1noc2c(NC3CCN(C)CC3)cc(-c3ccccn3)nc12	-13.2%[44.1 µM]
Cc1cc(C[C@@H]2COC[C@@H]2NC(=O)c2c(C)cc(C)n(C)c2=O)on1	9.9%
COc1ccccc1CN1CC[C@@H]2OCC(=O)N(C(C)C)[C@H]2CC1	-23.9%[44.1 µM]
Cc1ccc(C(=O)N2CCCC(c3nc(CCOCC4CCCC4)no3)C2)cn1 (stereo not drawn)	-13.2%
COc1ccccc1CNC(=O)c1cc2c(N3CCCC3)nc(C)cn2n1	?
O=C(Cc1cccc(Cl)c1)NCc1c[nH]c2ncccc12	-19.1%[44.1 µM]
COc1cccc(C(=O)NC2CCCN(c3nc4ncccc4o3)C2)c1 (stereo not drawn)	-2.6%
O=C(Nc1ccc([C@@H](O)[C@H]2COCC(=O)N2Cc2ccc(F)cc2)cc1)c1ccccc1	i
CCS(=O)(=O)c1nc(S(=O)(=O)c2ccc(Cl)cc2)c(NCc2ccccc2Cl)s1	?
CC(C)c1nncn1C1CCN(S(=O)(=O)Cc2ccc(Cl)cc2)CC1	-25.7%
O=C(NCCN1CCOC1=O)c1cn(Cc2ccccc2C(F)(F)F)nn1	2.2%
O=C(C[C@@H]1C[C@H]2O[C@H](CNC(=O)N3CCOCC3)[C@@H](O)[C@H]2O1)N1CCOCC1	31.6%[44.1 µM]
CCOC(=O)c1cc(NC(=O)c2ccc(F)cc2)c(=O)n2c1oc1ccc(Cl)cc12	20.8%
Cc1ccc(N2Cc3c(ncnc3N3CCN(C)CC3)N(C)CC2=O)cc1	-22.9%
CCCN1CCC2(CCN(C(=O)Nc3ccccc3)CC2)Oc2ccccc21	i
O=S(=O)(NCC1(COc2ccc(C(F)(F)F)cn2)C[C@@H](O)[C@@H](O)C1)c1ccc(F)cc1 (stereo partly drawn)	i
O=C1CC(c2noc(COc3ccccc3)n2)CN1C1CCCCC1 (stereo not drawn)	-10.3%
COc1ccccc1OCC(=O)c1ccc2c(c1)N(CCCC(=O)NCC1CCCO1)C(=O)CO2 (stereo not drawn)	i
CN(C)C(=O)C1CCc2nnc(CNC(=O)Nc3cccnc3)n21 (stereo not drawn)	15.6%
Cc1ccc(-c2cc(C(=O)NCc3c(C)cc(C)[nH]c3=O)c3c(c2)N(C(C)C)CCO3)cc1	-3.1%
Cc1ccc(-c2ccccc2C=O)cc1Cl	14.1%[44.1 µM]
CCc1ccccc1-n1c(C)nc2cc(C(=O)NCCc3ccc(Cl)cc3)ccc21	35.3%[activator]
COc1ccc(C(=O)NC2CCN(c3ccc(C)cc3)C2=O)cc1F (stereo not drawn)	i
CCCNC(=O)N1[C@H]2CC[C@@H]1c1cnc(-c3ccccc3)nc1C2	-9.1%
COc1ccc(NCc2cccn2-c2nnc(N3CCOCC3)s2)cc1OC	?
Cc1ccc(C(=O)c2oc3ccccc3c2NC(=O)COc2ccc(Cl)c(C)c2)cc1	35.8%[activator]
Cc1cccc(N2C(=O)CSC23C(=O)N(CC(=O)NCCc2ccccc2)c2ccccc23)c1 (stereo not drawn)	?
C=CCO[C@@H]1CCN2C(=O)c3cc(-c4ccc(OC)cc4)ccc3NC(=O)[C@H]12	i
CCOC(=O)N1CCc2c(sc3c2c(=O)n(Cc2ccccc2)c(=O)n3CC(=O)Nc2ccc(C)cc2C)C1	?
COc1ccc(CNC(=O)[C@@H]2C[C@@H](c3ccc(F)cc3)N(Cc3ccccc3)C2)cc1OC	i
CC[C@@H](NC(=O)CC1CCN(Cc2ccccc2)CC1)C1CC(O)C1 (stereo partly drawn)	1.5%
CCCCc1nn2c(=O)cc(COC(=O)COc3ccc(C)cc3)nc2s1	53.6%[activator]
CCCNC(=O)N1CCCC1c1nc(CCOCC2CC2)no1 (stereo not drawn)	6.1%
O=C(O)COCC(=O)N1C[C@@H]2C[C@H](C1)c1c(-c3ccc4ccccc4c3)ccc(=O)n1C2	-18.6%[44.1 µM]
Cc1ccc(NC(=O)CSc2nc3ccccc3n2CC(=O)N(C)C2CCCCC2)cc1C	28.8%
Cc1cn2nc(C(=O)NCc3ccncc3)cc2c(N2CCSCC2)n1	42.4%
CC(C)c1noc(C2CCCN(Cc3cc(=O)c4cccc(F)c4[nH]3)C2)n1 (stereo not drawn)	?
COCCN1CCCCCC(O)c2cc(C(=O)N3CCN(C(C)C)CC3)ccc21 (stereo not drawn)	i
Cc1ccccc1C(=O)Nc1ccc([C@H]2OCC(=O)N(C)[C@@H]2CO)cc1	12.7%[44.1 µM]

Some of these compounds in order of length of the SMILES, descending.
SMILES	Pf Dd2 growth
CC(C)c1noc(C2CCCN(Cc3cc(=O)c4cccc(F)c4[nH]3)C2)n1 (stereo not drawn)	?
CCCCc1nn2c(=O)cc(COC(=O)COc3ccc(C)cc3)nc2s1	53.6%[activator]
Cc1cn2nc(C(=O)NCc3ccncc3)cc2c(N2CCSCC2)n1	42.4%

Going on with the list.
SMILES	Pf Dd2 growth
Cc1ccc(C)c(S(=O)(=O)c2nnn3c2nc(Nc2ccc(C)c(C)c2)c2sccc23)c1	10.9%
CC(C)NC(=O)c1ccccc1NC(=O)c1nsc2ccccc12	-3.0%
Cc1cc(C)c(NC(=O)C(C)n2nnc3sc(-c4ccccc4)cc3c2=O)c(C)c1 (stereo not drawn)	27.3%
O=C(NC1CCCCC1)[C@@H]1C[C@@H](O)CN1C1CCN(C(=O)C2(c3ccccc3)CC2)CC1	?
Cc1ccc(Nc2c(-c3cccc(Cl)c3)nc3cccc(C)n23)cc1	i
CCN(CC)Cc1cnc2c(C(=O)NC3(c4ccccc4)CC3)cnn2c1	-16.0%
CC(=O)c1ccc(NC(=O)CSc2nc(=O)n(Cc3ccccn3)c3c2CCC3)cc1	19.3%
CC(C(=O)N1CCN(c2cc(-c3ccccc3)[nH]n2)CC1)c1ccccc1 (stereo not drawn)	-19.1%
COc1ccc(C2CC(=O)N(Cc3ccccc3)c3c2c(C)nn3-c2nc(C)cc(C)n2)c(OC)c1 (stereo not drawn)	?
CN1CC(=O)N(c2ccccc2F)Cc2c(NCc3cccc(C(F)(F)F)c3)ncnc21	-24.8%
CCOc1cc(C(=O)N2CCC(Cc3nc(-c4ccc(F)cc4)no3)CC2)cc(OCC)c1OCC	-12.6%
O=C(c1cccc2[nH]ccc12)N1C[C@@H](CO)[C@H](c2nc(C3CC3)no2)C1	-43.3%
Cc1cc(C)cc(NC(=O)C2CCC(CNS(=O)(=O)c3ccc4c(c3)C(C)(C)C(=O)N4C)CC2)c1 (stereo not drawn)	?
COc1ccc(NC(=O)C2CCCN(S(=O)(=O)c3ccc4[nH]c(=O)ccc4c3)C2)cc1Cl (stereo not drawn)	-12.1%
CCOc1ccc(-c2c(C)nn3c(C)c(C(=O)Nc4ccccc4C(=O)OC)cnc23)cc1OCC	41.2%[activator]
CCc1cccc(C)c1NC(=O)Cn1nc(C)n2cccc2c1=O	8.7%
CCOC(=O)c1ccn(-c2nc(-c3cccc(OC)c3)cc(C(F)(F)F)n2)n1	?
Cc1nc(N2CCCCC2)ncc1C(=O)N1CCC2(CCCNC2=O)C1 (stereo not drawn)	-6.8%
COc1cccc(-c2cc(-c3c(C)noc3C)c3cncn3c2)c1	5.62µM*
CCn1nccc1C(=O)N1CCCN(C)c2ccccc21	25.5%
Cc1cccc(C(=O)Nc2ccc3oc(-c4cccc5c(Br)cccc45)nc3c2)c1	-2.0%
CCNC(=O)[C@@H]1CCCN1[C@@H](C(=O)NC)c1ccc(OC)cc1	?
O=C(COc1ccccc1Cl)Nc1nnc(S(=O)(=O)N2CCCCCC2)s1	21.7%
CN1CCC2(C1)CN(CC1CCOCC1)c1ccc(C(=O)Nc3ccn(C)n3)cc12 (stereo not drawn)	-13.4%[44.1 µM]

Reprinted from the entries so far (2 entries):
SMILES	Pf Dd2 growth
O=C(COc1ccccc1Cl)Nc1nnc(S(=O)(=O)N2CCCCCC2)s1	21.7%
CN1CCC2(C1)CN(CC1CCOCC1)c1ccc(C(=O)Nc3ccn(C)n3)cc12 (stereo not drawn)	-13.4%[44.1 µM]

Further records.
SMILES	Pf Dd2 growth
COc1cc(NC(=O)N2c3ccccc3CC2c2nc(C3CC3)no2)cc(OC)c1 (stereo not drawn)	i[5.79 µM]
CN(Cc1ccccc1)c1ncccc1CNC(=O)CN1CCOC1=O	3.0%
O=C(c1ccc(Br)s1)N(Cc1cccnc1)c1nc2ccc(F)cc2s1	2.51µM*
O=C1NCCC[C@@H]1NC(=O)[C@@H]1CN(C(=O)c2cccc(F)c2)CCN1C(=O)c1cnccn1	-18.1%
CCOc1ccc(CNC(=O)Cn2ccc3cc(S(=O)(=O)N4CCCCCC4)ccc32)cc1	?
O=C(Cc1cccc(F)c1)NCCC1CCN(C(=O)Nc2ccccc2)CC1	-1.9%
O=C1Nc2ccccc2CC12CCN2[S+](=O)([O-])c1cccs1 (stereo not drawn)	?
CCc1nn2c(=O)c(S(=O)(=O)Nc3cccc(F)c3)c(C)nc2s1	-7.2%
Cc1ccc(-n2cccc2CC(=O)N2CCOCC2)cc1	?
CCC1=C(C(=O)OC)C(c2ccccc2)N2C(CC(=O)NCCc3cccs3)=CSC2=N1 (stereo not drawn)	i
O=S(=O)(c1ccc(Cl)cc1)N1CCOC[C@H](Oc2ccc(C(F)(F)F)cc2)C1	-12.5%
CCCCOC(=O)c1ccc(NC(=O)c2cc3c(=O)n4cccc(C)c4nc3n2C)cc1	19.1%
COc1cc(CN2CCC3(CC2)Cc2ccccc2CNC3=O)cc(OC)c1	-29.9%
CCC(C)Nc1ccc2nncn2n1 (stereo not drawn)	0.2%
Cc1ncc2c(n1)C[C@@H]1CC[C@H]2N1C(=O)c1ccoc1	10.7%
COc1ccc(CN(C(=O)c2ccc(OCC(C)C)cc2)C2CCS(=O)(=O)C2)cc1 (stereo not drawn)	-10.9%

Two records picked at random from the list so far:
SMILES	Pf Dd2 growth
Cc1ncc2c(n1)C[C@@H]1CC[C@H]2N1C(=O)c1ccoc1	10.7%
Cc1ccc(-n2cccc2CC(=O)N2CCOCC2)cc1	?

(list continues)
SMILES	Pf Dd2 growth
CC1=NS(=O)(=O)N(C)C=C1C(=O)OCc1nc(-c2ccc(Br)cc2)no1	88.2%[activator]
CC(C)OCCCNC(=O)Cn1c(-c2cccs2)cc2cc(F)ccc21	?
OC1(CN2CCN(Cc3cccc(Cl)c3)CC2)CCCNC1 (stereo not drawn)	-24.7%
Cc1cccc(-c2noc([C@@H]3Cc4nc[nH]c4CN3C(=O)c3ccc(F)cc3)n2)c1	i
CCOc1ccccc1NC(=O)Cn1c(=O)n(-c2cccc(C)c2)c(=O)c2c1c1cc(OC)ccc1n2C	25.4%
O=C(CC1C(=O)NCCN1CC(c1ccccc1)c1ccccc1)NCc1ccco1 (stereo not drawn)	-12.5%
Cc1nn(-c2ccccc2)c(OC(=O)c2ccc(Br)cc2)c1S(=O)(=O)c1ccccc1	37.2%[activator]
COc1cccc(-c2nnc3sc(CN4CCCCC4)cn23)c1	-15.4%
Cc1oc2ncnc(N3CCCCC3)c2c1C(=O)NCC1CCN(Cc2ccccc2F)CC1	5.3%
O=C1CCCCC(C(=O)NCc2cc(F)ccc2F)N1 (stereo not drawn)	28.7%
CC(C)Cn1c(=O)c2ccccc2n2c(CCC(=O)N3CCN(c4ccccc4F)CC3)nnc12	-26.1%
NC(=O)COc1ccccc1OC[C@@H]1CCCN2CCCC[C@H]12	?
Cc1ccc(NC(=O)N2CCC(CCNC(=O)CCCc3ccccc3)CC2)cc1F	i
CCOc1ccc(S(=O)(=O)N(CC(=O)NCCc2ccc(OC)c(OC)c2)c2ccccc2)cc1	-16.8%
CCN(Cc1ccccc1)C(=O)c1cc(COc2ccccc2)[nH]n1	?
COc1cccc(CN2CCCCCCN(C)C(=O)[C@@H]3CCC[C@@H]32)n1	2.51µM*
Cc1[nH]c2ccc(C(=O)NCCCN3CCCCC3)cc2c1C	-20.5%
c1ccc(-c2cn([C@H]3CO[C@H]4[C@@H]3OC[C@@H]4NCC3CCCCC3)nn2)nc1	?
CS(=O)(=O)N1CCC(N2C(=O)C(OCC3CC3)C23CCCCC3)CC1 (stereo not drawn)	-19.9%
COc1cc2c(cc1OC)C(COc1ccccc1OC)N(C(=O)c1ccccc1OC)CC2 (stereo not drawn)	?
CCOCCCNC(=O)[C@H]1CCC[C@H]1NC(=O)c1ccc(OC)nc1	9.6%
CCCN(CC1CCOC1)S(=O)(=O)c1ccc(C(C)C)cc1 (stereo not drawn)	30.6%[activator][5.79 µM]
CC(C)Cc1nn2c(=O)cc(COC(=O)c3cccc(NC(=O)c4cccs4)c3)nc2s1	22.0%
CCc1cccc(-n2nnnc2N2CCN(C(=O)CCc3ccccc3)CC2)c1	3.5%
COc1ccc(CCc2nc3nccc(-c4ccc(OC)c(OC)c4)n3n2)cc1OC	12.6µM*
Cc1noc(C)c1CCC(=O)N1Cc2[nH]cnc2CC1C(=O)O (stereo not drawn)	3.2%
CC1CCC2(CC1)NC(=O)N(CC(=O)Nc1ccc3c(c1)OCCO3)C2=O (stereo not drawn)	?
CCCCN(C)C(=O)c1ccc2c(=O)n3nc(Nc4cc(C)ccc4C)sc3nc2c1	?
NCc1ccccc1-c1cccc(C(F)(F)F)c1	?

Screens as filed in PubChem BioAssay.
